# RAD52 inh: RAD52 DNA annealing inhibitors, primary screen, biochemical, FRET, single point, set 2; AID 651710, 2012; DNA repair protein RAD52 homolog (Homo sapiens), P43351; inhibition, % at 18.7 µM; actives 0.46% (n = 360,000); recombinant RAD52 DNA annealing, FRET fluorescence;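 active = every replicate showing at least 50% inhibition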
# PGC1a acetyl inh: inhibitors of PGC1a acetylation signal, primary screen, cell-based, U2OS, AlphaScreen, inhibitor mode | actives 0.17% (n = 350,000) | AlphaScreen anti-acetyl-lysine; with virally co-expressed GCN5 acetyltransferase | inhibition, % at 15.6 µM;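 active = every replicate shows inhibition of at least 40%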;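 note: 0% = neutral control wells and 100% = positive control wells; some results beyond the cut were filed as inactive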
# ERAP1 inh: human ERAP1 aminopeptidase inhibitors, primary screen, biochemical, single point, plate reader; Endoplasmic reticulum aminopeptidase 1 (Homo sapiens), Q9NZ08; recombinant ERAP1, Leu-AMC fluorescence, 60 min; inhibition, % at 10.7 µM; actives 0.15% (n = 340,000); AID 652197, 2013;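 active = mean replicate inhibition of at least 30%, or all replicates individually reaching that 30% level; inactive = mean below 30% and not every replicate reaching it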;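 note: 0% = neutral control wells and 100% = L-leucinethiol positive control wells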
# Target sequence (Q9NZ08 whole entry, looked up): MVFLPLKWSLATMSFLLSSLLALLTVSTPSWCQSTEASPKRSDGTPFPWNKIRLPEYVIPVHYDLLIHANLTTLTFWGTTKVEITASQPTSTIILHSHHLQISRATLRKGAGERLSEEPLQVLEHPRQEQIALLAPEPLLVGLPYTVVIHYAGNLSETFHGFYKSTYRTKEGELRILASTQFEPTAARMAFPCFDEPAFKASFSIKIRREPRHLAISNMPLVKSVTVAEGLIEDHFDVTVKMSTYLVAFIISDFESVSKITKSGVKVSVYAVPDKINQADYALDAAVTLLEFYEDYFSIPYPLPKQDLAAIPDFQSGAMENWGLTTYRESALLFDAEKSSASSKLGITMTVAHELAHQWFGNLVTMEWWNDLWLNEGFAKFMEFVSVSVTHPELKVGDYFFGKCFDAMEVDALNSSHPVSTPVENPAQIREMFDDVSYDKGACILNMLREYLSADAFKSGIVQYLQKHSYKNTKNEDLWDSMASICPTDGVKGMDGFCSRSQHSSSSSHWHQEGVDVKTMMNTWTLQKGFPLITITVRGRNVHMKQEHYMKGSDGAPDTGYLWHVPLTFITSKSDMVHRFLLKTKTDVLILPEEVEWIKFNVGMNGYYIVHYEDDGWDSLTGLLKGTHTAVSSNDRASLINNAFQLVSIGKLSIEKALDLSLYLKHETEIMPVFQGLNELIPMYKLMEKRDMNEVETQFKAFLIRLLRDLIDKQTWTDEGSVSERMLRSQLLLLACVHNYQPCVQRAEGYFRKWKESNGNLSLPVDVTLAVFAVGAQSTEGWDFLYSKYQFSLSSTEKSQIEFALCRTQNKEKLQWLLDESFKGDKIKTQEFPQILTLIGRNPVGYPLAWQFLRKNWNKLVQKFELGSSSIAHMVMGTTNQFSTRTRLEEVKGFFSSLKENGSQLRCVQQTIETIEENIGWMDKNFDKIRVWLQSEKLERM
# RAD54 branch: inhibitors of human RAD54 branch migration, primary screen, biochemical, fluorescence, single point. inhibition, % at 10.4 µM. AID 602329, 2012. RAD54 Holliday junction branch migration, FAM/BHQ fluorescence. actives 0.14% (n = 360,000);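 active = mean normalized replicate activity at least 40 and at least half of replicates scoring 40 or more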;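 note: 0% = median of neutral control wells and 100% = median of positive control wells; inhibitors cause a drop in the FAM fluorescence signal; in these data hits start at about 50%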
# Cneo AK release: Cryptococcus neoformans cell lysis inducers, primary screen, AK release luminescence, single concentration. C. neoformans lysis, adenylate kinase release luminescence, 4 h; normalised: neutral wells 0, clomiphene wells 100. actives 0.2% (n = 360,000). lysis activity, % at 15 µM. AID 651654, 2012;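 active = mean lysis activity across replicates of at least 80%, whatever share of replicates individually reach that level; inactive = mean lysis activity below 80%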
#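 Material: C. neoformans cells; Schedule: 4 h static compound exposure, 37 °C, read 1 h post-reagent; Measured by: adenylate kinase release luminescence; Read-out: signal increase indicating cell lysis; Controls: Clomiphene as positive lysis control.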
# miR-122 sensor: miR-122 Renilla sensor signal increase in Huh7, primary screen, miR-122 inhibitor project, cell-based, single point, plate reader; Huh7 miR-122 Renilla luciferase sensor, 48 h; neutral wells = 0, positive control = 100; activation (reporter increase), % at 12.5 µM; actives 0.3% (n = 340,000); AID 602342, 2012;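 active = mean replicate activation score at least 90 and every replicate individually at or above 90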;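 note: higher luciferase means less miR-122 activity so hits act as miR-122 inhibitors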
# E-selectin induc: E-selectin induction in HUVECs, primary screen, imaging, HUVEC, immunofluorescence imaging, single point; P16581; normalized: neutral wells 0, TNF-alpha wells 100; AID 686992, 2013; activation, % at 7.58 µM; actives 0.37% (n = 260,000);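 active = mean E-selectin-positive cell signal at least 10% of the positive control, reached in at least 60% of replicates, without over 20% cell loss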;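 note: in these data hits start at about 27%; measured in HUVEC primary endothelial cells; signal is the percent of cells scored E-selectin positive by PE staining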
#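 Test system – human umbilical vein endothelial cells (HUVEC), E-selectin induction · Input – 3,000 HUVEC seeded per well · Buffer or medium – EGM-2, gelatin · Compound dosing – single-point compound dose · Detection – immunofluorescence imaging · Measure – percent E-selectin-positive cells · Controls – TNF-alpha high, DMSO low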
# PglD DTNB: C. jejuni PglD acetyltransferase inhibitors, primary screen, biochemical, DTNB colorimetric, single point | purified PglD enzyme, DTNB colorimetric CoA detection | inhibition, % at 12.5 µM | actives 0.098% (n = 360,000) | AID 602405, 2012; in the data active = inhibition above about 16%, passing the limit was not always enough; note: strong numbers were not always called active
# * = called active by the depositor; . = no result given; [ ] = remark or other dose.
SMILES,RAD52 inh,PGC1a acetyl inh,ERAP1 inh,RAD54 branch,Cneo AK release,miR-122 sensor,E-selectin induc,PglD DTNB
O=c1[nH]c2cc([N+](=O)[O-])cc(Cl)c2c2ccccc12,-2,.,-2,-2,-2,.,.,-2
CCn1cc(C(=O)N(CCCN2CCOCC2)Cc2ccco2)c(=O)c2ccc(C)nc21,.,0,.,-8,6,-4,.,0
O=C([C@H]1[C@H](CO)[C@H]2Cn3c(cccc3=O)[C@H]2N1C(=O)CC1CC1)N1CCc2ccccc2C1,-15,0,-1,2,-3,2[16.7 µM],0.4,-1
CCN(C(=S)NCCOC)c1cccc2ccccc12,-5,-1,-1,.,.,.,-0.2,.
COc1cc(OC)cc(Oc2ccc(S(=O)(=O)N3CCCCC3)cc2[N+](=O)[O-])c1,3,-3,0,4,-3,-3,0.6,-1
C[C@@H]1CN([C@H](C)CO)C(=O)c2cc(NC(=O)Cn3cnnn3)ccc2O[C@H]1CN(C)S(C)(=O)=O,-22,-4,-1,-3,-2,-2[16.7 µM],-6.2,0
Cn1c(=O)c2cc(NC(=O)NCCc3cccs3)ccc2n1Cc1cccc(C(F)(F)F)c1,-14,-12,-7,2,3,84,0.3,-5
Cn1c(=O)c2c([nH]c(=O)n2C)n(Cc2ccccc2)c1=O,-10,-25,.,2,-3,-2,0.0,-7
S=c1[nH]cc(-c2ccc(Cl)cc2)n1Cc1ccccc1,0,-12,.,9,2,1,-0.2,11
Cc1cc(C)c2[nH]c(=O)c(CN(CC3CCCO3)C(=O)c3cnccn3)cc2c1 (stereo not given),.,-8,.,-8,-2,-5,.,-2
O=C(c1cc(COc2cccc(C(F)(F)F)c2)on1)N1C[C@H]2CC[C@H]1C2,-13,-5,-4,-2,1,10,-1.3,-1
CCS(=O)(=O)N1Cc2ccccc2CC1C(=O)Nc1nc2ccc(C)cc2s1 (stereo not given),-34,6,5,-12,-1,6,.,0

# An excerpt from above in order of length of the SMILES, lowest first.
SMILES,RAD52 inh,PGC1a acetyl inh,ERAP1 inh,RAD54 branch,Cneo AK release,miR-122 sensor,E-selectin induc,PglD DTNB
CCN(C(=S)NCCOC)c1cccc2ccccc12,-5,-1,-1,.,.,.,-0.2,.
S=c1[nH]cc(-c2ccc(Cl)cc2)n1Cc1ccccc1,0,-12,.,9,2,1,-0.2,11
Cn1c(=O)c2c([nH]c(=O)n2C)n(Cc2ccccc2)c1=O,-10,-25,.,2,-3,-2,0.0,-7
O=c1[nH]c2cc([N+](=O)[O-])cc(Cl)c2c2ccccc12,-2,.,-2,-2,-2,.,.,-2
CCS(=O)(=O)N1Cc2ccccc2CC1C(=O)Nc1nc2ccc(C)cc2s1 (stereo not given),-34,6,5,-12,-1,6,.,0
CCn1cc(C(=O)N(CCCN2CCOCC2)Cc2ccco2)c(=O)c2ccc(C)nc21,.,0,.,-8,6,-4,.,0
O=C(c1cc(COc2cccc(C(F)(F)F)c2)on1)N1C[C@H]2CC[C@H]1C2,-13,-5,-4,-2,1,10,-1.3,-1
Cn1c(=O)c2cc(NC(=O)NCCc3cccs3)ccc2n1Cc1cccc(C(F)(F)F)c1,-14,-12,-7,2,3,84,0.3,-5
COc1cc(OC)cc(Oc2ccc(S(=O)(=O)N3CCCCC3)cc2[N+](=O)[O-])c1,3,-3,0,4,-3,-3,0.6,-1
O=C([C@H]1[C@H](CO)[C@H]2Cn3c(cccc3=O)[C@H]2N1C(=O)CC1CC1)N1CCc2ccccc2C1,-15,0,-1,2,-3,2[16.7 µM],0.4,-1
C[C@@H]1CN([C@H](C)CO)C(=O)c2cc(NC(=O)Cn3cnnn3)ccc2O[C@H]1CN(C)S(C)(=O)=O,-22,-4,-1,-3,-2,-2[16.7 µM],-6.2,0

# Carrying on.
SMILES,RAD52 inh,PGC1a acetyl inh,ERAP1 inh,RAD54 branch,Cneo AK release,miR-122 sensor,E-selectin induc,PglD DTNB
Cc1csc(NC(=O)C2C3C=CC(O3)C2C(=O)O)n1 (stereo not given),.,-13,.,-2,-4,-12,.,-2
NC(=O)CSc1nnc(-c2cccnc2)n1CCc1ccccc1,.,7,.,-1,3,1,-0.8,0
CN(CC(=O)Nc1ccc(F)cc1)C(=O)c1ccc(-c2ccc(Cl)cc2)o1,-14,-11,0,1,0,.,-0.2,2
COc1ccc(S(=O)(=O)N(C)C[C@@H]2OCCCC[C@H](C)Oc3ccc(NC(=O)c4ccccc4)cc3C(=O)N([C@H](C)CO)C[C@H]2C)cc1,-60,0,-5,3,-2,-10[16.7 µM],-0.1,-5
CCc1sc(C(=O)Nc2ncccc2O)cc1C,-4,.,1,1,-9,-1,0.2,-2
Cc1ccc(NC(=O)COC(=O)C2C3CC4OC(=O)C2C4C3)cc1Cl (stereo not given),-10,.,3,-8,0,1,0.4,0
COc1ccc(N2CCN(S(=O)(=O)c3ccc4c(c3)NC(=O)C(C)S4)CC2)cc1 (stereo not given),-27,3,-4,0,-2,-3,.,-1
Cc1cc(Cl)c(S(=O)(=O)Nc2ccc3c(c2)OCO3)cc1OCC(N)=O,.,-13,.,13,0,37,.,1
Cc1noc(C)c1S(=O)(=O)Nc1ccc2c(c1)C(=O)N([C@H](C)CO)C[C@H](C)[C@@H](CN(C)C(=O)NC1CCCCC1)OCCCC[C@H](C)O2,-59,.,2,-1,1,-1[16.7 µM],1.0,1
CCCc1ccc(-c2cc(NC(=O)CSc3nnc(N)s3)n(-c3ccccc3)n2)cc1,-4,-13,-2,1,-6,3,-1.0,2
O=C(Nc1ccccc1N1CCCCC1)c1ccc(F)c(S(=O)(=O)N2CCOCC2)c1,-3,-3,-3,.,.,-6,0.1,.
C=C(c1ccc2nc(NC(=O)OC)[nH]c2c1)c1cccs1,-36,-7,-2,.,.,24,0.3,.

# Taken from the entries so far (3 entries):
SMILES,RAD52 inh,PGC1a acetyl inh,ERAP1 inh,RAD54 branch,Cneo AK release,miR-122 sensor,E-selectin induc,PglD DTNB
CCCc1ccc(-c2cc(NC(=O)CSc3nnc(N)s3)n(-c3ccccc3)n2)cc1,-4,-13,-2,1,-6,3,-1.0,2
O=C(Nc1ccccc1N1CCCCC1)c1ccc(F)c(S(=O)(=O)N2CCOCC2)c1,-3,-3,-3,.,.,-6,0.1,.
C=C(c1ccc2nc(NC(=O)OC)[nH]c2c1)c1cccs1,-36,-7,-2,.,.,24,0.3,.

# Additional records follow.
SMILES,RAD52 inh,PGC1a acetyl inh,ERAP1 inh,RAD54 branch,Cneo AK release,miR-122 sensor,E-selectin induc,PglD DTNB
CCOC(=O)N1CCN(C(=O)c2ccc3c(=O)n(-c4cc(OC)ccc4OC)c(=S)[nH]c3c2)CC1,-21,-1,7,2,3,3,-0.1,3
O=C(NCCCN1CCOCC1)c1ccc(CSc2ccc(Cl)cc2)cc1,4,-16,-2,.,.,.,4.3,.
[O-][n+]1cccc2cccc(O)c21,5,-5,1,10,-1,-1,0.6,-10
O=S(=O)(NCc1cn2ccsc2n1)c1ccc2c(c1)OCCO2,.,9,.,-5,-1,-2,.,3
C[C@@H]1CN([C@H](C)CO)C(=O)c2cc(NS(C)(=O)=O)ccc2O[C@@H]1CN(C)Cc1ccc(C(F)(F)F)cc1,4,-13,0,-16,3,6[16.7 µM],110*,3
COc1ccccc1S(=O)(=O)N[C@H]1CC[C@@H](CC(=O)N2CCOCC2)O[C@H]1CO,0,6,1,-9,-5,.,-0.1,-1
O=C(Nc1cccc(Cl)c1)c1ccc2ncsc2c1,-2,.,0,-4,2,1,.,-4
CCCNC(=O)[C@H]1[C@H](CO)[C@H]2Cn3c(cccc3=O)[C@H]2N1C(=O)CC1CC1,-5,-6,-2,13,2,-4[16.7 µM],0.3,0
Cc1csc(SCC(=O)N2CCN(S(=O)(=O)c3ccccc3)CC2)n1,.,4,.,4,0,-4,.,-1
O=C(c1cc(=O)[nH]c2ccccc12)N(Cc1nnc(-c2ccccc2Cl)o1)C1CC1,12,.,0,-5,1,.,.,1
O=S(=O)(Cc1cnc(Cl)s1)c1ccccc1,.,-6,.,-9,-1,10,.,1
